Compound activity from PubChem BioAssay.
RGS8-Gao reg – RGS8-Galphao binding modulators, primary screen, biochemical, multiplexed bead flow cytometry | 0.34% of 220,000 active | actives lie on both sides | response (percent of control binding), % at 10 µM; in the data active = response below about 60% or above about 140%; inactive = in between;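 note: Galphao activated as the GDP aluminium fluoride complex binding bead-coupled RGS8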
Target sequence (P09471 whole entry, looked up): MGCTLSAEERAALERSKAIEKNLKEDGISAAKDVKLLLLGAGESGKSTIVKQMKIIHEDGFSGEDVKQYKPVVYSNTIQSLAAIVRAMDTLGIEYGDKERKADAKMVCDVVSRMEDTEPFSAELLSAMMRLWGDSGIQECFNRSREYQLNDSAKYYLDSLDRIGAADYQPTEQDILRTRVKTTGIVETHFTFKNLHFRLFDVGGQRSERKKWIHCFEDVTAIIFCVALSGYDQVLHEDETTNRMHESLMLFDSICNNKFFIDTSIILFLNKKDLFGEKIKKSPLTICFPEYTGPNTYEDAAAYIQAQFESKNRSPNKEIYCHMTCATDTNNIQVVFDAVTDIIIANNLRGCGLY
Mcl-1 Bim block – inhibitors of Bim peptide binding to Mcl-1, primary screen, biochemical, bead-based flow cytometry, multiplex; Bim peptide-Mcl-1 binding; 0.1% of 190,000 active; inhibition, % at 10 µM; AID 1009, 2008; in the data active = inhibition above about 40%;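 note: 0% = no compound tracer wells and 100% = peptide blocker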
RGS7-Gao – RGS7-Galphao binding modulators, primary screen, biochemical, multiplexed bead flow cytometry. 0.35% of 220,000 active. binding response (% of control), % at 10 µM. actives lie on both sides; in the data active = binding response below about 49% or above about 150%; inconclusive = no clear call, values can overlap the other calls; inactive = in between;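 note: fluorescent Galphao held in activated GDP-AlF4 state binding bead-coupled RGS7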
ABCG2 block – ABCG2 efflux pump inhibitors, primary screen, multiplex with ABCB1, IgMXP3 cells, flow cytometry. JC-1 efflux. 0.1% of 190,000 active. inhibition, % at 6.6 µM. Broad substrate specificity ATP-binding cassette transporter ABCG2 (Homo sapiens), Q9UNQ0;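 active = inhibition above 80%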;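 note: 0% = DMSO and 100% = nicardipine control wells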
Target sequence (Q9UNQ0 whole entry, looked up): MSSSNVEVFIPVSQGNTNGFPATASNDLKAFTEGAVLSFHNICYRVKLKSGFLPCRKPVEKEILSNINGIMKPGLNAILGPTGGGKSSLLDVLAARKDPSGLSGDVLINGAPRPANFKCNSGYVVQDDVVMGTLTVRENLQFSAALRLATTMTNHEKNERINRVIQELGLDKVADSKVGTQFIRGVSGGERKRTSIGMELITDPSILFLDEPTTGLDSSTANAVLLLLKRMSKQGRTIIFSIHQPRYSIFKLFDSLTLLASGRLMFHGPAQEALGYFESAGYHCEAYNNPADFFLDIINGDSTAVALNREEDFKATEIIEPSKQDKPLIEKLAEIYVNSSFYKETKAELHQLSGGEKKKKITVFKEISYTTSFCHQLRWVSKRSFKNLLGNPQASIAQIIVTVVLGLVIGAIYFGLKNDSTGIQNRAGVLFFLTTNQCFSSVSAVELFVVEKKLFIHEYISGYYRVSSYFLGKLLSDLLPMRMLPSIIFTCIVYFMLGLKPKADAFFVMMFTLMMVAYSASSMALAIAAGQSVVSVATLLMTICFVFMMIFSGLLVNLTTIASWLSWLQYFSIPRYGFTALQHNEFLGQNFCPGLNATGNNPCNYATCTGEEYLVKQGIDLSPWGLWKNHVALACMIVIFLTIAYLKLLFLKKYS
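Test system: IgMXP3 (ABCG2) plus far-red-tagged CCRF-Adr (ABCB1) cells / Amount: 3 million cells/mL in well / Reagent: JC-1 transporter substrate / Timing: 10 min compound exposure, 25 °C / Signal: flow cytometry, 530 nm JC-1 signal / Read-out: percent efflux inhibition, scaled nicardipine 100% to DMSO 0% / Benchmarks: nicardipine as high control, DMSO as low control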
Pf gametocyte – late stage P. falciparum gametocyte viability inhibitors, primary screen, ATP luminescence, HTS; P. falciparum stage V gametocytes, 24 h; inhibition, % at 10.9 µM; 0.065% of 150,000 active; AID 743093, 2013;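 active = inhibition above the mean plus 3 SD of compounds within the control limits, set per campaign, cut at about 38% in these data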;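 note: 0% = DMSO wells and 100% = medium only without gametocytes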
Mcl1-Bid inh – Mcl-1/Bid binding inhibitors, primary screen, biochemical, TR-FRET, 1536-well; TR-FRET Mcl-1/Bid-Dy647 peptide binding; inhibition, % at 21.7 µM; 0.97% of 220,000 active; AID 1021, 2008;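 active = compounds that cut the binding signal by more than half at the single screening dose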;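 note: His-tagged Mcl-1 with europium anti-His antibody binding Bid BH3 peptide; 0% = Mcl-1 plus peptide wells and 100% = peptide-only wells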
Mcl1-Noxa inh – Mcl-1/Noxa binding inhibitors, primary screen, biochemical, TR-FRET, 1536-well; Induced myeloid leukemia cell differentiation protein Mcl-1 (Homo sapiens), Q07820; TR-FRET Mcl-1/Noxa peptide binding, 2 h; inhibition, % at 21.7 µM; 1.5% of 220,000 active;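 active = compounds that cut the protein-peptide binding signal by more than 50% relative to plate controls in a single-dose test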;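 note: His-tagged Mcl-1 with rhodamine Noxa BH3 peptide and terbium anti-His antibody; 0% = Mcl-1 plus Noxa peptide wells and 100% = peptide-only wells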
Avidin fluor – green autofluorescence of compounds with avidin beads – biophysical, 488/530 nm, flow cytometry, artefact control, profiling panel; fluorescence (KMESF) at 10 µM; AID 1775, 2009; compound fluorescence 488/530 nm; stronger effect = higher value; 0.38% of 220,000 active; in the data active = fluorescence above about 47; note: inactives centre near 10
GSH fluor – compound fluorescence on glutathione beads, profiling panel, artefact control, biophysical, 488/530 nm, flow cytometry | GSH beads flow cytometry, compound fluorescence 488/530 nm; stronger effect = higher value | fluorescence (KMESF) at 10 µM | 0.25% of 190,000 active; in the data active = fluorescence above about 89;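 note: glutathione beads carrying GST-tagged Bcl family fusion proteins plus one bare bead set; values are compound well signal with DMSO vehicle wells as background; inactives centre near 16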
ABCB1 inh – ABCB1 efflux pump inhibitors, primary screen, cell-based, multiplex, flow cytometry, ABCG2 counter-screen | AID 1326, 2008 | CCRF-Adr cells, JC-1 efflux | inhibition, % at 6.6 µM | ATP-dependent translocase ABCB1 (Homo sapiens), P08183 | 0.067% of 190,000 active; in the data active = inhibition above about 40%;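 note: 0% = vehicle and 100% = reference inhibitor; higher value means more JC-1 retained so stronger ABCB1 efflux block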
RGS4-Gao reg – modulators of RGS4 binding to Galphao, primary screen, biochemical, multiplexed bead flow cytometry. Guanine nucleotide-binding protein G(o) subunit alpha (Homo sapiens), P09471. actives lie on both sides. binding response (% of control), % at 10 µM. 0.33% of 220,000 active. AID 1415, 2008; in the data active = binding response below about 49% or above about 150%; inactive = in between;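 note: fluorescent Galphao activated with aluminum fluoride binding bead-coupled RGS4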
Starred values were filed as active, the others as inactive; ? = inconclusive; · = not tested or not shown.

SMILES | RGS8-Gao reg | Mcl-1 Bim block | RGS7-Gao | ABCG2 block | Pf gametocyte | Mcl1-Bid inh | Mcl1-Noxa inh | Avidin fluor | GSH fluor | ABCB1 inh | RGS4-Gao reg
Cc1ccc(-c2c[n+]3c(n2-c2ccccc2)SCC3)cc1 | 100 | · | ? | · | -29 | -20 | 4 | 9 | · | · | 99
COc1cc(NC(=O)c2cccs2)c(OC)cc1NC(=O)CCC(=O)Nc1cccc2ncccc12 | 96 | 13 | 98 | 1 | -9 | -49 | 4 | 9 | 6 | -0.2 | 105
Cc1ccc(S(=O)(=O)N(CC(O)CN2C(=O)NC(C)(C)C2=O)c2ccccc2)cc1 (stereo not given) | 99 | 0 | 100 | 2 | · | -15 | 7 | 11 | 9 | 0.4 | 99
O=C(Cn1cnc2c(cnn2-c2ccccc2)c1=O)N1CCCc2ccccc21 | 101 | -1 | 101 | 5 | 15 | 3 | 10 | 36 | 14 | 0.9 | 100
Cc1ccccc1NC(=O)c1cccc(N2C(=O)C3C4CCC(C4)C3C2=O)c1 (stereo not given) | 95 | -10 | 99 | 2 | 8 | -2 | 5 | 4 | 5 | 0.9 | 96
CC(OC(=O)c1cc[n+]([O-])cc1)C(=O)Nc1ccc(Cl)cn1 (stereo not given) | 104 | -1 | 99 | 0 | · | -16 | 5 | 8 | 9 | 0.1 | 101
O=C(NCC1CCCO1)C1CCN(CC2CCCCC2)CC1 (stereo not given) | 98 | -3 | 98 | 1 | · | 6 | 12 | 7 | 35 | 0.3 | 96
CC(C)(C)NC(=O)C1CC(=O)OC12CCOC(C)(C)C2 (stereo not given) | 90 | 0 | 83 | 0 | 14 | -25 | -24 | 6 | 18 | 0.1 | 96
COc1cccc(NS(=O)(=O)c2ccc3[nH]cc(C(=O)NCCC(C)C)c(=O)c3c2)c1 | 101 | 1 | 99 | -6 | · | · | · | 9 | 33 | -1.5 | 102
COc1ccc2c(c1OC)C(=O)OC2Nc1nc(-c2cc3ccccc3oc2=O)cs1 (stereo not given) | 100 | -5 | 106 | 2 | · | -27 | 24 | 18 | 15 | 0.0 | 101
N#Cc1nc(-c2cccc3ccccc23)oc1NCC1CCCO1 (stereo not given) | 99 | · | ? | · | -5 | -26 | -8 | 5 | · | · | 105
CCC1=Nc2cc(C(=O)NCC3CCCO3)ccc2Sc2ccc(Br)cc21 (stereo not given) | 103 | 0 | 112 | 7 | 16 | -5 | 10 | 10 | 24 | 1.2 | 102
Cc1cc(C)cc(OCC(=O)NNC(=O)CCN2C(=O)c3ccccc3C2=O)c1 | 85 | -3 | 97 | 17 | -1 | -4 | 5 | 2 | 8 | 1.3 | 94
C/C(=N\NC(=O)c1ccccc1)c1ccccc1F | 97 | 3 | ? | 7 | · | -23 | 14 | 13 | 14 | 1.0 | 96
Cc1cc(-c2nnc(CCC(=O)N(CC3CC3)CC3CCCO3)o2)no1 (stereo not given) | 100 | -4 | 96 | 2 | -5 | -26 | 2 | 2 | 9 | 1.8 | 97
CC1(C)CC(=O)c2sc(NC(=O)CN3CCCCC3)nc2C1 | 102 | 1 | 100 | 2 | · | -4 | -7 | 10 | 6 | 0.6 | 98
COCCNC(=O)CN1CCCCCC1 | 99 | -3 | 100 | -1 | -13 | 10 | 24 | 10 | 13 | -1.1 | 100
CC(Cc1cccnc1)NC(=O)c1ccccc1OC1CCN(S(C)(=O)=O)CC1 (stereo not given) | 109 | -1 | 109 | 0 | 27 | -16 | -8 | 11 | 18 | 0.2 | 102
Cc1ccc[n+](/C(C(=S)NCc2ccco2)=C(/[O-])c2ccccc2Cl)c1 | 98 | -2 | 104 | 8 | -10 | -33 | 9 | 11 | 25 | 1.2 | 100
CC(C)c1ccc(NC(=O)COC(=O)/C=C/c2cccc([N+](=O)[O-])c2)cc1 | 104 | -1 | 100 | 2 | -14 | -25 | 15 | 9 | 14 | 0.3 | 105
C/C(=N\NC(=O)c1ccc(Cn2cc([N+](=O)[O-])cn2)o1)c1cccc(NC(=O)C(C)C)c1 | 102 | -7 | 104 | 11 | 4 | -14 | 17 | 5 | 7 | 1.4 | 103
O=C(NCc1ccccc1)c1ccc(Oc2ccc(C(=O)NCc3ccccc3)cc2)cc1 | 101 | -4 | 99 | 4 | · | -4 | 3 | 35 | 17 | 0.6 | 100
CCc1ccc(/C(C)=N/NC(=O)c2ccccn2)cc1 | 107 | 2 | 102 | -1 | -19 | -30 | -7 | 20 | 10 | 0.1 | 102
Cc1ccc(C(C(=O)NC2CCCCC2)N(Cc2ccccc2)C(=O)Cc2c[nH]c3ccccc23)o1 (stereo not given) | 100 | -1 | 97 | 17 | 2 | -26 | 12 | 10 | 10 | 5.7 | 98
O=c1cc(NCCO)c2ccccc2o1 | 101 | -3 | 100 | -4 | · | -13 | -5 | 22 | 31 | -0.2 | 102

Next part
SMILES | RGS8-Gao reg | Mcl-1 Bim block | RGS7-Gao | ABCG2 block | Pf gametocyte | Mcl1-Bid inh | Mcl1-Noxa inh | Avidin fluor | GSH fluor | ABCB1 inh | RGS4-Gao reg
CCCCCC[N+](C)(C)CC/C=C1/c2ccccc2Sc2ccc(Cl)cc21 | 94 | · | ? | · | 19 | 2 | 3 | 5 | · | · | 88
O=C(CC12CCC(CC1)C2)NCc1ccc2c(c1)OCO2 | 100 | 0 | 101 | 0 | 11 | -8 | -17 | 6 | 14 | 0.0 | 99
COC(=O)c1cc(-c2ccccc2)sc1NC(=O)CN1C(=O)c2ccccc2C1=O | 100 | -7 | 99 | 1 | -5 | 5 | 0 | 35 | 22 | 0.1 | 100
COc1ccc(/C=C2\SC(=S)N(CC(=O)NCCO)C2=O)cc1 | 104 | -3 | 104 | 7 | · | -4 | -2 | 7 | 23 | 0.3 | 107
CCn1cc(/C=C/C(=O)Nc2c(C)nn(Cc3ccccc3C)c2C)cn1 | 101 | -6 | 98 | 1 | 4 | -19 | -4 | 3 | 9 | 0.3 | 100
COc1ccc(CCNC(=O)CSc2cn(Cc3ccccc3)c3ccccc23)cc1OC | 105 | -7 | 104 | 20 | · | -1 | -6 | 7 | 13 | 1.8 | 112
S=C(Nc1ccc(Cl)cc1)N1CCN(C2CCCCC2)CC1 | 98 | -3 | 103 | 1 | · | -85 | 12 | 11 | 76 | 0.4 | 98
Cc1ccc(S(=O)(=O)N2CCC(C)CC2)c([N+](=O)[O-])c1 | 101 | 0 | ? | 12 | 1 | -20 | 5 | 20 | 11 | 0.6 | 100
Clc1ccc(Cc2nnc(-c3cccs3)o2)cc1 | 101 | -3 | 101 | 4 | · | 5 | 14 | 7 | 12 | 0.8 | 101
COC(=O)n1c(SC)nc2ccccc21 | 102 | 1 | 97 | 0 | 4 | -4 | -1 | 24 | 22 | -0.3 | 103
O=C(CSc1ncnc2c1cnn2-c1ccccc1)Nc1ccccc1 | 95 | 0 | 91 | 5 | -19 | -34 | 8 | 15 | 33 | 0.7 | 95
CCOc1ccc(CN(C)CCc2ccccn2)cc1 | 100 | 0 | 97 | 1 | 6 | 41 | 15 | 10 | 13 | 0.1 | 99
CCN(CC)S(=O)(=O)c1cc([N+](=O)[O-])ccc1N1CCC(C(N)=O)CC1 | 102 | 0 | 101 | 1 | · | -7 | 6 | 6 | 9 | 0.1 | 98
CC(=O)c1ccc(NC(=O)CN2C(=O)CCC2=O)cc1 | 103 | 0 | 98 | -2 | 16 | -11 | -13 | 21 | 13 | -0.5 | 100
CNC(=S)N(CCc1c(C)[nH]c2ccc(OC)cc12)Cc1cccnc1 | 105 | -1 | 102 | 1 | 3 | -50 | 9 | 12 | 63 | 0.5 | 99
Cc1cc(N2CCN(C)CC2)nc2ccc(NC(=S)N3CCOCC3)cc12 | 102 | -3 | 106 | 3 | -11 | -37 | 17 | 10 | 65 | 0.4 | 104
Cc1ccc2c(Cl)cc(Cl)c(OCC(=O)Nc3cccc(S(=O)(=O)N(C)C)c3)c2n1 | 103 | 0 | 105 | -2 | · | -41 | 13 | 2 | 7 | 0.1 | 105
Cn1c(/N=C/c2ccc3c(c2)OCO3)nc2ccccc21 | 98 | 0 | 103 | 1 | 8 | -6 | 0 | 43 | 22 | 0.4 | 100
CCSCc1nc2ccccn2c1Br | 101 | 0 | 98 | 1 | · | -5 | -3 | 13 | 15 | 0.1 | 96
O=S(=O)(c1ccc(NC(=S)Nc2ccc(OC(F)F)cc2)cc1)N1CCOCC1 | 99 | -5 | 112 | 1 | 10 | -18 | 4 | 19 | 10 | 0.3 | 106
COC(=O)c1sc(-c2ccc(Cl)cc2)cc1NC(=O)CSCC(=O)O | 100 | · | ? | · | -8 | -5 | 11 | 7 | · | · | 98
O=C(NC1=NCCS1)c1cc2ccccc2o1 | 107 | -3 | 101 | 2 | · | -9 | -4 | 19 | 20 | -0.2 | 102
CC(=O)c1c(-c2ccccc2)c2cc(Cl)ccc2[nH]c1=O | 117 | 0 | 103 | 8 | 8 | -9 | 4 | 9 | 30 | 0.8 | 100
O=C(c1ccco1)N1CCN(C(=O)c2cnn3cccnc23)CC1 | 103 | 0 | 100 | -2 | · | -17 | -13 | 16 | 14 | 0.4 | 102
CCNC(=O)COc1ncnc2scc(-c3ccc(F)cc3)c12 | 102 | 0 | 101 | 2 | 8 | -21 | 9 | 16 | 12 | 0.0 | 96

One compound at a time, from the list above. Order of values: RGS8-Gao reg	Mcl-1 Bim block	RGS7-Gao	ABCG2 block	Pf gametocyte	Mcl1-Bid inh	Mcl1-Noxa inh	Avidin fluor	GSH fluor	ABCB1 inh	RGS4-Gao reg
Entry for Cn1c(/N=C/c2ccc3c(c2)OCO3)nc2ccccc21 → 98	0	103	1	8	-6	0	43	22	0.4	100
Entry for O=C(CSc1ncnc2c1cnn2-c1ccccc1)Nc1ccccc1 → 95	0	91	5	-19	-34	8	15	33	0.7	95
Entry for S=C(Nc1ccc(Cl)cc1)N1CCN(C2CCCCC2)CC1 → 98	-3	103	1	·	-85	12	11	76	0.4	98
Entry for N#Cc1nc(-c2cccc3ccccc23)oc1NCC1CCCO1 (stereo not given) → 99	·	?	·	-5	-26	-8	5	·	·	105
Entry for O=S(=O)(c1ccc(NC(=S)Nc2ccc(OC(F)F)cc2)cc1)N1CCOCC1 → 99	-5	112	1	10	-18	4	19	10	0.3	106
